# Screening data deposited in PubChem by National Center for Advancing Translational Sciences (NCATS).
# TDP43 rescue – qHTS of TDP-43 Inhibitors; Potency, µM (highest dose often 46.1 µM), for the others: at the highest dose growth rescue (activation), hits mostly activators; TDP-43 expressing yeast growth rescue, BacTiter-Glo, 24 h; 410,000 compounds, 1.8% hits; also: % of control where 0% means no effect; nearly all actives have a fitted effect of over 50% in size
#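 Growth rescue of TDP-43-toxic yeast measured as ATP luminescence (BacTiter-Glo). Cells grown to mid-log in raffinose, induced in galactose at OD600=0.02, exposed to compound 24 hr at 30 deg C.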
# KB-3-1 tox – qHTS assay for MDR1-selective chemotherapeutics: Primary screen using the parental adenocarcinoma cell KB-3-1. Potency, µM (top dose mostly 46.1 µM), for inactives: top-dose activity change, negative = cytotoxic, hits mostly cytotoxic. KB-3-1 viability, CellTiter-Glo ATP luminescence, 72 h. 400,000 compounds, 1.4% hits; also: % is scaled to controls: 0 for no effect and ±100 for the full control effect; nearly all actives have a fitted effect of over 60% in size
#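 KB-3-1 parental drug-naive adenocarcinoma cells in DMEM/10% FBS, incubated 72 h at 37 C with pin-transferred compounds across a concentration series. Viability by CellTiter-Glo luminescence; concentration-response curves fitted after normalization.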
# HEK293 tox – qHTS of GLP-1 Receptor Inverse Agonists: Cytotox Screen; HEK293 cAMP-luciferase reporter cells, luminescence, 24 h; Potency, µM (titrated, usually from 38.3 µM), for inactives: top-dose activity change, negative = inhibition, most hits filed as inhibitors; 410,000 compounds, 0.13% hits;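 also: loss of luciferase light is scored as toxicity; % is scaled to controls: 0 for no effect and ±100 for the full control effect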
#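 Luminescence readout: signal drop marks cytotoxicity. Plated cells grew 12 h at 37 °C, 5% CO2, received 23 nL compound for 24 h, then got luciferase reagent, read after 12 min at RT.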
# HT1080-NT tox – qHTS for induction of synthetic lethality in tumor cells producing 2HG: qHTS for the HT-1080-NT fibrosarcoma cell line. Potency, µM (titrated, usually from 46.1 µM), for the others: at the highest dose activity, negative = less viability, actives largely listed as cytotoxic. AID 686970, 2013. HT-1080-NT fibrosarcoma viability, CellTiter-Glo ATP luminescence, 48 h. 360,000 compounds, 1.6% hits;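 also: NT is the 2HG producing partner of a matched IDH1 knockdown line; 0% = DMSO-treated cells and -100% = media-only wells without cells; nearly all actives have a fitted effect of over 55% in size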
#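 HT-1080-NT; 750 cells/well; 5% FBS RPMI; 48 h compound, 37 degrees C; CellTiter-Glo luminescence; curve fitting and curve-class assignment.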
# SW480 rereplic – A quantitative high throughput screen for small molecules that induce DNA re-replication in SW480 colon adenocarcinoma cells; AID 624297, 2012; Potency, µM (top dose mostly 46.1 µM), inactives show at the highest dose re-replication activation, actives largely listed as activators; SW480 DNA re-replication, Hoechst DNA content imaging, 48 h; 340,000 compounds, 1.8% hits; also: % of control where 0% means no effect; nearly all actives have a fitted effect of over 55% in size
#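 250 cells/well; 23 nL cpd via pin tool; 48 hr, 37 C, 5% CO2; Hoechst 40 min; imager read of total nuclear intensity, ex 405/em 500-530 nm.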
# GLP1R ag – qHTS of GLP-1 Receptor Agonists | HEK293 GLP-1R CRE-luciferase, luminescence, 4-6 h; cells express a hypersensitive GLP-1R form | Potency, µM (series often up to 45.6 µM), for the others: at the highest dose activation, usual class: activators | 380,000 compounds, 0.007% hits | AID 624172, 2012; also: % of control where 0% means no effect
# Target sequence (P43220 whole entry, looked up): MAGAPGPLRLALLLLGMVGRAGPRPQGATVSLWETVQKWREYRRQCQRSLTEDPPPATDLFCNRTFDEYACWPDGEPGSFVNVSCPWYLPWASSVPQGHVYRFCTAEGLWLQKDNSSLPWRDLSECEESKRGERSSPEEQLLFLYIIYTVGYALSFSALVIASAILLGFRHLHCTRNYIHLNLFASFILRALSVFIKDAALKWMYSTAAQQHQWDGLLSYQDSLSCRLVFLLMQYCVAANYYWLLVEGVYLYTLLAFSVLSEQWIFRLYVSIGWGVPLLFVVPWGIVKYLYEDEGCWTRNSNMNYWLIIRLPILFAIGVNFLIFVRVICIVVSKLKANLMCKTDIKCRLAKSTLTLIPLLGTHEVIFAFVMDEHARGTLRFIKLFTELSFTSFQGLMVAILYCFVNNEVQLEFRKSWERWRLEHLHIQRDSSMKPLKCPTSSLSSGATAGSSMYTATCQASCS
# HT1080 IDH1KD tx – qHTS for induction of synthetic lethality in tumor cells producing 2HG: qHTS for the HT-1080-IDH1KD cell line | 360,000 compounds, 2% hits | HT-1080 IDH1 knockdown viability, ATP luminescence, 48 h | Potency, µM (titrated, usually from 46.1 µM), inactives show at the top dose activity, negative = toxicity, actives largely listed as cytotoxic;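 also: 0% = DMSO wells and -100% = cell-free medium wells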
#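 Knockdown cells (IDH1KD HT-1080) received compounds 2 h after plating at 750 cells/well and were kept 48 h at 37 °C in 5% FBS RPMI. A CellTiter-Glo luminescence read gave % activity for curve fitting.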
# KB-V1 cytotox – qHTS assay for MDR1-selective chemotherapeutics: Primary screen using the drug-selected MDR subline cells KB-V1 | KB-V1 MDR cells viability, CellTiter-Glo, 72 h | Potency, µM (top dose mostly 46.1 µM), inactives show top-dose activity change, negative = cytotoxicity, usual class: cytotoxic | 400,000 compounds, 3.4% hits; also: % is scaled to controls: 0 for no effect and ±100 for the full control effect; nearly all actives have a fitted effect of over 60% in size
#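 Compound-treated KB-V1 multidrug-resistant cells, 72 h, 37 degrees C; viability by CellTiter-Glo. Fitted qHTS curves give the values.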
# GLP1R inv ag – qHTS of GLP-1 Receptor Inverse Agonists (Inhibition Mode). HEK293 GLP-1R CRE-luciferase, luminescence, 24 h; GLP-1R form is constitutively active. 410,000 compounds, 1.6% hits. AID 624417, 2012. Potency, µM (series often up to 38.3 µM), for the others: top-dose activity change, negative = inhibition, usual class: inhibitors. Glucagon-like peptide 1 receptor (Homo sapiens), P43220; also: % is scaled to controls: 0 for no effect and ±100 for the full control effect; nearly all actives have a fitted effect of over 55% in size
#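 qHTS in 1536-well format: reporter HEK293 cells expressing constitutive GLP-1R activity in DMEM + 10% Nu serum, 24 hr with compounds at 37 deg C, luminescence read after 12 min with detection reagent.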
# The depositor's hits bear a star; ? = inconclusive; / = no result given; [ ] = another dose, or the depositor's remark. Calls follow the shape of the dose curve; as a rule, active = well fitted curve in the direction sought with a large enough effect; inconclusive = small, poorly fitted or top-dose-only effect, or another doubt; inactive = no such curve, though single readings can be large; an effect the other way counts as inactive or inconclusive. Potency is read from the fitted curve at half-maximal effect.
# Values in the order: TDP43 rescue, KB-3-1 tox, HEK293 tox, HT1080-NT tox, SW480 rereplic, GLP1R ag, HT1080 IDH1KD tx, KB-V1 cytotox, GLP1R inv ag
> NC(=S)NNC(=O)/C(=C/c1ccc(Br)cc1)NC(=O)c1ccccc1
  1.5%, 5.1%, 5.1%, -1.4%, -0.5%, -0.2%, -2.3%, -2.5%, 7.9%
> Nc1c(-c2ccccc2)cnn1-c1ccc(C(=O)O)cc1
  -18.6%, 5.0%, -3.2%, -5.9%, 12.4%, -14.5%, -18.2%, -5.7%, 0.0%
> COc1ccccc1-c1sc2cc3c(cc2c1-c1ccc(O)cc1)OCO3
  -92.1%[inhibitor], 0.9%, ?, -10.5%, 1.1%, 1.7%, -19.2%, -4.2%, ?
> CN(C)c1ccc(C(=O)NCc2ccc3c(c2)CCO3)cc1
  -8.6%, -6.7%, -0.5%, 23.3%, -6.1%, 10.5%, 13.1%, -24.1%, -12.4%
> Cc1ccc2c(CC(=O)Nc3ccc(F)c(S(=O)(=O)N4CCOCC4)c3)coc2c1
  11.6%, -0.8%, 3.6%, 2.0%, -0.6%, 11.6%, 2.2%, 1.8%, -6.4%
> O=C(C1CC1)N1CCN=C1SCc1ccccc1
  6.0%, -2.0%, -23.1%, -2.3%, -0.1%, 0.1%, 12.7%, 15.9%, 14.0%
> COc1ccc(C)cc1NC(=O)c1cc(S(=O)(=O)NC2CCCCCC2)ccc1F
  7.4%, -3.7%, 20.8%, /, /, /, /, -0.3%, ?
> Cn1c(=O)c(=O)n(C)c2cc([N+](=O)[O-])c([N+](=O)[O-])cc21
  15.6%, -4.5%, -7.2%, ?, 8.4%, 0.1%, ?, -9.4%, 29.2%
> Cc1[nH]n(-c2ccccc2)c(=O)c1/C=N/NC(=O)c1cccc([N+](=O)[O-])c1
  17.7%, ?, -22.4%, ?, 3.66µM*, -11.4%, ?, ?, 0.2%
> CCN(CC)C(=O)c1cccc(-c2csc(C(C)(O)c3cccc(F)c3)n2)c1 (stereo not drawn)
  0.0%, -2.7%, -10.3%, ?, /, -0.4%, ?, ?, ?
> C=C(C)Cn1c(SCC(=O)c2ccc(Br)cc2)nc2sc3c(c2c1=O)CCCC3
  17.4%, 1.5%, -8.8%, /, /, /, /, -7.1%, 11.9%
> COc1ccc(C2=NOC3(CC(=O)N(c4ccc(C)cc4)C3=O)C2)c(OC)c1 (stereo not drawn)
  23.2%, -4.3%, 2.6%, 1.7%, -6.4%, 1.9%, 3.0%, 14.2%, 87.7%[activator]
> Cc1ccc(CNC(=O)c2ccc(N3CCCC3)c(NC(=O)Nc3ccc(C)cc3)c2)cc1
  1.7%, 12.0%, 7.0%, /, /, /, /, -6.5%, 4.8%
> S=c1[nH]nc(C2CCCCC2)n1/N=C/c1cccs1
  9.5%, 0.6%, ?, -3.2%, -12.9%, -1.3%, 0.3%, ?, -19.1%
> CCN(CCCNC(=O)c1cc(Nc2ccccc2OC)nc2ccccc12)c1cccc(C)c1
  5.8%, 0.2%, 167.2%[activator], /, /, -1.0%, /, 0.0%, ?
> COc1cc(/C=N/NC(=O)CNc2n[nH]c(=O)[nH]c2=O)ccc1OCc1ccccc1
  16.8%, 13.0%, 6.4%, ?, -15.9%, 7.1%, 27.3%, 28.3%, 53.3%[activator]
> N=c1oc2ccccc2cc1C(=O)Nc1ccc(F)cc1
  -6.0%, -8.7%, 8.9%, 9.9%, 0.5%, 2.7%, 2.6%, 7.2%, 11.8%
> COc1ccc(OC)c(C(C(=O)NC2CCCCC2)N(Cc2ccco2)C(=O)c2ccccn2)c1 (stereo not drawn)
  -7.4%, 1.1%, -16.7%, -12.8%, -124.1%[inhibitor], 3.9%, 2.4%, -11.6%, -2.0%
> N#C/C(=C/c1ccc(-c2ccccc2[N+](=O)[O-])o1)C(=O)NCCN1CCCCC1
  -9.6%, -6.1%, -22.6%, ?, -2.5%, 16.3%, -3.1%, -1.5%, ?
> CNC(=O)c1cc2c(s1)CCCCCC2
  15.2%, -2.4%, 1.1%, 2.4%, -1.4%, 12.5%, 3.9%, 0.9%, 1.4%
> CCn1c(=O)n(-c2ccc3c(c2)OCO3)c2nc(-c3cccc(OC)c3OC)nc(C(N)=O)c21
  -4.0%, 18.5%, -5.5%, /, /, -0.4%, /, 0.0%, 2.2%
> N#CCN1C(=O)C(=O)N(Cc2cccc(Cl)c2)C1=O
  -9.3%, -2.1%, -4.9%, 0.6%, -0.7%, -0.6%, -1.4%, ?, -11.6%
> CCC(C)(C)NC(=O)C(c1ccc(F)cc1)N(Cc1cccs1)C(=O)c1cnccn1 (stereo not drawn)
  -0.8%, 0.8%, -2.9%, 6.4%, -4.2%, 4.9%, 8.1%, ?, -18.4%
> COc1ccc(S(=O)(=O)N2CCC(C(=O)NCC3CC3)CC2)cc1
  -8.3%, -9.1%, -6.5%, 2.9%, ?, 10.5%, -0.3%, -27.8%, 14.1%
> O=C(CCc1ccccc1)Nc1c(F)cccc1F
  -14.9%, 1.8%, 1.4%, -2.0%, -1.9%, ?, 0.6%, -23.6%, 100.9%[activator]
> O=C(NCc1ccc(Cl)cc1)C1CCC(=O)N(C2CC2)C1 (stereo not drawn)
  6.8%, 2.6%, 6.9%, 2.8%, -3.2%, 3.6%, 6.8%, -1.2%, 17.2%
> Cc1ccc(N2C(=O)c3ccc(C(=O)O)cc3C2=O)cc1C
  10.4%, 0.4%, -22.0%, 6.8%, -6.0%, -12.5%, 5.5%, 4.4%, 0.2%
> Cc1ccc(C(=O)COC(=O)c2cc(Cl)nc3ccccc23)cc1
  -17.0%, -1.7%, 2.2%, -4.2%, -1.3%, -0.4%, 0.5%, 1.5%, 1.8%
> Cc1ccc2c(c1)N(C(=O)N1CCC(C(=O)NCc3cccc(Br)c3)CC1)CCO2
  ?, ?, -9.2%, /, /, /, /, -1.9%, ?
> O=C(NCCc1ccccc1)C1CCCN1C(=O)Nc1ccc(Cl)cc1 (stereo not drawn)
  0.0%, ?, -0.6%, -9.6%, -10.6%, 0.2%, 0.4%, -10.7%, -7.2%
> COc1ccc(CN2C(=O)c3ccccc3C2(C)c2nc3ccccc3[nH]2)cc1 (stereo not drawn)
  7.8%, 24.6%, -1.3%, 5.4%, /, 6.2%, 0.9%, 23.5%, 13.3%
> c1ccc(SCc2nc(-c3ccncc3)n[nH]2)nc1
  -15.0%, -10.2%, 4.7%, -1.3%, 3.1%, 13.1%, 11.6%, -11.3%, -1.5%
> O=C(O)c1ccc2c(c1Nc1ccccc1)C(=O)c1ccccc1C2=O
  -35.1%[inhibitor], 1.3%, ?, -4.7%, 11.6%, 4.6%, -7.0%, -9.8%, -25.6%
> CC(=O)c1cccc(NC(=O)C2CCN(S(=O)(=O)c3ccc(F)cc3)CC2)c1
  0.1%, -1.8%, -10.7%, 3.9%, -9.8%, -4.4%, 8.3%, ?, 0.5%
> COc1ccc(CN2CCN(CCC(C)C)C(CCO)C2)cc1Cn1cncn1 (stereo not drawn)
  9.3%, 2.9%, 7.5%, -1.6%, -14.7%, -1.4%, -0.4%, 2.8%, -13.1%
> Cc1ccc(OCC(=O)OCc2cc(=O)n3nc(C4CCCCC4)sc3n2)cc1
  -3.3%, 3.5%, 0.3%, /, /, /, /, ?, 14.4%
> Cc1ccc(NC(=O)Cn2cnc3ccccc32)cc1C
  -9.3%, -1.0%, -1.3%, -10.0%, ?, 1.4%, -15.1%, -12.8%, 4.4%
> CN(C)S(=O)(=O)c1cccc(NC(=O)c2ccc(-n3cncn3)c([N+](=O)[O-])c2)c1
  12.9%, 6.0%, 2.9%, 3.7%, -1.9%, 1.5%, -0.6%, 12.1%, 8.1%
> O=C(O)CCc1nn2c3ccccc3n(CC(=O)c3cccs3)c2nc1=O
  -4.3%, 11.7%, -11.4%, 1.7%, -1.3%, -8.8%, 2.2%, ?, 7.6%
> O=C(c1ccc(Br)cc1)N(Cc1ccco1)C1CCS(=O)(=O)C1 (stereo not drawn)
  -21.9%, 0.4%, -0.7%, -4.3%, -5.1%, -0.9%, -8.5%, -3.0%, 0.7%

# Full records as entered above. Values in the order: TDP43 rescue, KB-3-1 tox, HEK293 tox, HT1080-NT tox, SW480 rereplic, GLP1R ag, HT1080 IDH1KD tx, KB-V1 cytotox, GLP1R inv ag
# Entry for `Cc1ccc(C(=O)COC(=O)c2cc(Cl)nc3ccccc23)cc1` : -17.0%, -1.7%, 2.2%, -4.2%, -1.3%, -0.4%, 0.5%, 1.5%, 1.8%
# Entry for `COc1ccc(CN2C(=O)c3ccccc3C2(C)c2nc3ccccc3[nH]2)cc1` (stereo not drawn) : 7.8%, 24.6%, -1.3%, 5.4%, /, 6.2%, 0.9%, 23.5%, 13.3%

# The results go on:
# Values in the order: TDP43 rescue, KB-3-1 tox, HEK293 tox, HT1080-NT tox, SW480 rereplic, GLP1R ag, HT1080 IDH1KD tx, KB-V1 cytotox, GLP1R inv ag
> Cc1ccc(S(=O)(=O)N2CCC(C(=O)N[C@@H](C)C(=O)Nc3ccc(F)cc3)CC2)cc1
  -0.9%, -8.2%, -1.0%, 3.3%, 0.1%, -4.4%, 0.2%, 11.2%, ?
> COC(=O)/C=C/c1cnc[nH]1
  ?, 5.4%, -40.6%, 12.3%, -2.5%, 2.2%, 15.4%, ?, 8.3%
> COc1ccc2cc3cc(C(=O)NCCCN4CCC(C)CC4)oc3nc2c1
  -5.1%, ?, -10.9%, -24.8%, ?, 1.1%, -23.7%, -65.1%, -9.9%
> CCCn1c(CCC(=O)O)ccc1-c1cccs1
  ?, 0.9%, -4.8%, 6.5%, -1.2%, -7.5%, 4.0%, ?, -1.0%

# No enrichment for hits. About 9.4% of those tested had a hit in this group.
